miR122 inh – miR-122 Renilla sensor signal increase in Huh7, primary screen, miR-122 inhibitor project, cell-based, single point, plate reader | Huh7 miR-122 Renilla luciferase sensor, 48 h; neutral wells = 0, positive control = 100 | activation (reporter increase), % at 12.5 µM | 340,000 compounds, 0.3% hits;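 active = mean replicate activation score at least 90 and every replicate individually at or above 90; inconclusive = only one of the two criteria met; inactive = neither criterion met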;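 note: higher luciferase means less miR-122 activity so hits act as miR-122 inhibitors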
ERp5 inh – inhibitors of ERp5-driven insulin aggregation, primary screen, biochemical, turbidity, absorbance 650 nm, single point | inhibition, % at 9.99 µM | 90 min | AID 651711, 2012 | 350,000 compounds, 0.05% hits;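 active = mean replicate inhibition above about 25%, with every replicate also reaching it, limit read from the data, passing the limit was not always enough; inconclusive = only one of those two criteria met; inactive = neither criterion met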
Target sequence (Q15084 whole entry, looked up): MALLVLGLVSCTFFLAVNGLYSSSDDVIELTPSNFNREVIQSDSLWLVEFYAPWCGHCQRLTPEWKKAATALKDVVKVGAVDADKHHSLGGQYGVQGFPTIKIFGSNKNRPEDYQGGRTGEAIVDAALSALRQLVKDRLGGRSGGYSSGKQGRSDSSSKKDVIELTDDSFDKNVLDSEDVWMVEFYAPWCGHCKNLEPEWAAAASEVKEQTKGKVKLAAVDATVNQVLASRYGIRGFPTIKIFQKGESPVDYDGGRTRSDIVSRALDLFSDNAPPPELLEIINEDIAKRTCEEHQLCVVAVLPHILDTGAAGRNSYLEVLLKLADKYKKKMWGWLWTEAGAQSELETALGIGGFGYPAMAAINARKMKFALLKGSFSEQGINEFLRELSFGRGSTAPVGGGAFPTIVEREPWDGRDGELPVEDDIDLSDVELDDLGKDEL
DENV2 CPE – inhibitors of DENV2 cytopathic effect, primary screen, cell-based, plate reader, single concentration. CPE inhibition, % at 9.99 µM. AID 651640, 2012. 350,000 compounds, 1.7% hits. DENV2-infected cells, cytopathic effect rescue; in the data active = CPE inhibition above about 20%, passing the limit was not always enough; inconclusive = no clear call, values can overlap the other calls; tested in BHK-21 cells;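 note: 0% = median of neutral control wells and 100% = median of positive control wells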
CFTR F508del cor – F508del CFTR correction, initial screen, CFBE line, single point; AID 720511, 2013; activity (quench increase), % at 7.58 µM; CFBE cells, YFP halide quenching; stimulated with forskolin plus potentiator P3; % fluorescence drop versus neutral controls; 350,000 compounds, 0.36% hits;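 active = mean added fluorescence quench of at least 8% versus neutral control, with both replicates also reaching 8%; inconclusive = only one of the mean or replicate conditions met; inactive = mean below 8% and not both replicates reaching 8%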;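 note: cells transiently co-express mutant CFTR-F508del with the halide-sensitive YFP; corrector assay measuring rescue of mutant channel to the surface after 24 h compound exposure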
ERAP1 inh – human ERAP1 aminopeptidase inhibitors, primary screen, biochemical, single point, plate reader; Endoplasmic reticulum aminopeptidase 1 (Homo sapiens), Q9NZ08; 340,000 compounds, 0.15% hits; inhibition, % at 10.7 µM; recombinant ERAP1, Leu-AMC fluorescence, 60 min;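 active = mean replicate inhibition of at least 30%, or all replicates individually reaching that 30% level; inactive = mean below 30% and not every replicate reaching it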;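 note: 0% = neutral control wells and 100% = L-leucinethiol positive control wells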
SIRT5 block – SIRT5 desuccinylase inhibitors, primary screen, biochemical, fluorescence imaging, single point, set 5; NAD-dependent protein deacylase sirtuin-5, mitochondrial (Homo sapiens), Q9NXA8; Purified SirT5, succinyl-peptide AMC, trypsin-coupled fluorescence; inhibition, % at 15 µM; 330,000 compounds, 1.1% hits; in the data active = inhibition above about 15%; inconclusive = no clear call, values can overlap the other calls
Target sequence (Q9NXA8 whole entry, looked up): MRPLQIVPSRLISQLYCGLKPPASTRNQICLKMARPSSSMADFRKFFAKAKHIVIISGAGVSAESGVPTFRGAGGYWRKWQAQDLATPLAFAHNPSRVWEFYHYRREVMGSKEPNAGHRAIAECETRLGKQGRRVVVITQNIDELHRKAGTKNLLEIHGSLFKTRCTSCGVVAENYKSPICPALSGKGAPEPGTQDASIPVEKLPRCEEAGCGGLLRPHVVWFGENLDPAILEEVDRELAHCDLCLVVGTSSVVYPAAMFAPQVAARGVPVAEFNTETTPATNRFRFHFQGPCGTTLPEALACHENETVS
CASP6 VEID inh – human caspase-6 inhibitors, primary screen, biochemical, VEID-R110 fluorescence, single point, set 2; P55212; purified caspase-6, Z-VEID-R110 cleavage fluorescence; inhibition, % at 12.5 µM; 350,000 compounds, 0.53% hits; AID 686996, 2013;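 active = mean inhibition across replicates at least about 35%, with every replicate also reaching that limit, limit read from the data; inconclusive = only one of the two criteria met; inactive = neither criterion met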;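 note: 0% = median of neutral control wells and 100% = no fluorescence left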
Target sequence (P55212 24-179 limits assumed): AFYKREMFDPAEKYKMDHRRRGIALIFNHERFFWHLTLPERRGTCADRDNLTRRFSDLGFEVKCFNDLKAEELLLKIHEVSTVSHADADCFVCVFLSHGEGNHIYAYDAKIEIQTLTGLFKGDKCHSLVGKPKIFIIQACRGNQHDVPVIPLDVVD
Target sequence (P55212 194-293 limits assumed): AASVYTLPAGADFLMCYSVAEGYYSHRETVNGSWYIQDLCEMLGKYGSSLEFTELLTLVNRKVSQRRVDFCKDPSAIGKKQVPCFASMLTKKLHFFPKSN
The depositor's hits bear a star; ? = inconclusive; · = no result given; [ ] = remark or other dose.

SMILES	miR122 inh	ERp5 inh	DENV2 CPE	CFTR F508del cor	ERAP1 inh	SIRT5 block	CASP6 VEID inh
O=C(Nc1cccc(S(=O)(=O)C(F)F)c1)c1ccc(S(=O)(=O)N2CCCC2)cc1	-4	-1	1	·	0	-2	-2
Cc1cc(C)c(C(N)=O)c(Nc2cccc(Cl)c2C)n1	-2	-3	8	0.6	0	-2	2
C/C(CC(=O)NCCCN1CCOCC1)=N\NC(=O)COc1ccc(C)cc1	·	-1	5	-3.4	0	4	-21
O=C(COc1ccc([N+](=O)[O-])cc1Cl)Nn1cnnc1	-23	0	4	0.9	·	9	-5
CC1=C(C(=O)NC2CCCc3c2cnn3-c2ccc(F)cc2F)OCCO1 (configuration not stated)	-1	-3	15	-4.2	-1	0	-1
CC=Cc1ccc2n(c1=O)C[C@@H]1[C@@H](CO)[C@H](C(=O)NCCC)[C@H]2N1Cc1ccccc1 (mixture of isomers)	1[16.7 µM]	8	7	-2.2	1	-5	0
CCC(CC)Nc1ccc(C(CC(N)=O)NC(=O)Cc2cccc3ccccc23)cc1[N+](=O)[O-] (configuration not stated)	-5	1	1	0.6	5	0	-1
COc1ccc(N2CCN(C3C(=O)Nc4ccccc4-n4nnnc43)CC2)cc1 (configuration not stated)	·	6	4	-0.6	·	-2	3
N#C[C@H]1[C@@H](c2ccc(C#Cc3ccc(F)cc3)cc2)[C@H](CO)N1C(=O)Nc1ccc(F)cc1	·	-1	-10	0.7	-1	5	-1
C[C@H]1CCCCO[C@H](CN(C)C)[C@@H](C)CN([C@@H](C)CO)C(=O)c2cc(N(C)C)ccc2O1	-8[16.7 µM]	1	3	-1.5	1	-5	-4
C[C@@H]1CCCCO[C@H](CN(C)C(=O)Nc2ccc3c(c2)OCO3)[C@H](C)CN([C@@H](C)CO)C(=O)c2cc(NC(=O)CCC(F)(F)F)ccc2O1	27[16.7 µM]	5	10	3.8	3	-6	3
O=S(=O)(Nc1ccccc1Br)c1cccc2cccnc12	30	3	1	-2.2	-3	-1	-4
CC(NC(=O)NC(=O)c1cccc([N+](=O)[O-])c1)C1CC1 (configuration not stated)	-1	-12	-1	-0.7	-6	1	-3
COc1ccc(S(=O)(=O)N[C@@H]2CCCN(Cc3ccc(OCCO)cc3)C2)cc1	·	-5	-3	1.7	2	-1	0
CCN(CC(=O)NCc1cccs1)C(=O)c1cccc(S(=O)(=O)NC)c1	1	3	11	0.8	1	-2	2
CCC(C)N(C(=O)COC(=O)C1CCN(S(=O)(=O)c2ccc(C)c(C)c2)CC1)C1CCS(=O)(=O)C1 (configuration not stated)	·	4	0	1.2	1	-3	1
CC(C)NC(=O)COC(=O)c1cncc(Br)c1	-2	-5	-1	2.1	-5	-2	1
O=C(NNc1nc(N2CCOCC2)nc(N2CCOCC2)n1)c1ccccc1	·	5	5	-3.1	1	·	-1
COC(=O)C1(C(=O)OC)C[C@H](/C=C/c2ccccc2)N(Cc2ccccc2OC)[C@@H]1c1ccccc1	·	-1	2	-1.9	·	-1	-3
Cc1cccc(NC(=S)N2CCCCCC2)c1C	-2	3	55*	0.2	1	-1	-2
COc1ccc(S(=O)(=O)NNC(=O)Nc2ccc(C)cc2)c(OC)c1	1	-2	-6	2.7	4	-4	1
CCCn1c(SCC(=O)NCc2ccccc2Cl)n[nH]c1=O	·	1	1	3.2	-2	-5	2
Cc1ccc(CN2CCC=CS2(=O)=O)cc1	·	0	-5	-3.0	·	·	-1
O=C(C[C@H]1C[C@@H]2c3cc(NS(=O)(=O)c4ccc(F)cc4)ccc3O[C@@H]2[C@H](CO)O1)N1CCOCC1	4[16.7 µM]	-4	4	-0.7	-2	-3	-1
Cc1noc(C)c1NC(=O)N[C@@H]1CC[C@H](CCNC(=O)C2CCCCC2)O[C@H]1CO	·	-3	3	-0.6	3	-1	0

Single records (already shown). Order of screens: miR122 inh	ERp5 inh	DENV2 CPE	CFTR F508del cor	ERAP1 inh	SIRT5 block	CASP6 VEID inh
CCN(CC(=O)NCc1cccs1)C(=O)c1cccc(S(=O)(=O)NC)c1 as listed: 1	3	11	0.8	1	-2	2
CCC(CC)Nc1ccc(C(CC(N)=O)NC(=O)Cc2cccc3ccccc23)cc1[N+](=O)[O-] (configuration not stated) as listed: -5	1	1	0.6	5	0	-1
O=C(NNc1nc(N2CCOCC2)nc(N2CCOCC2)n1)c1ccccc1 as listed: ·	5	5	-3.1	1	·	-1
Cc1noc(C)c1NC(=O)N[C@@H]1CC[C@H](CCNC(=O)C2CCCCC2)O[C@H]1CO as listed: ·	-3	3	-0.6	3	-1	0
COc1ccc(S(=O)(=O)NNC(=O)Nc2ccc(C)cc2)c(OC)c1 as listed: 1	-2	-6	2.7	4	-4	1

Other records.
SMILES	miR122 inh	ERp5 inh	DENV2 CPE	CFTR F508del cor	ERAP1 inh	SIRT5 block	CASP6 VEID inh
N#Cc1ccc(CN2CCN(C(=O)C3CC(=O)N(c4ccc5c(c4)OCCO5)C3)CC2)cc1 (configuration not stated)	-5	4	-2	0.1	6	-3	1
CN1C[C@@H]2C(c3ccc(C(F)(F)F)cc3)C3(c4ccccc4)CC2(C3)[C@H]1c1ccccc1 (some centres not stated)	6	0	-6	1.2	2	-2	2
CC(=O)N(C)N(C)c1cc(C)nc(N)n1	0	3	0	-4.5	1	-1	1
S=c1[nH]nc(-c2ccco2)n1/N=C/c1ccccc1Cl	·	2	6	·	-1	0	0
C#CCOCCOCCOCCNc1nc(N2CCN(C(=O)[C@H](CCCN=C(N)N)n3cc(C(N)[C@@H](C)CC)nn3)CC2)nc(N2CCN(C(=O)[C@H](CO)n3cc([C@@H](N)C(C)C)nn3)CC2)n1 (some centres not stated)	-3	-2	-5	-0.5	-1	-5	-167
O=C1CC(c2ccccc2)CC2=C1C(c1ccccn1)Nc1ccccc1N2 (configuration not stated)	0	0	5	2.0	-1	0	-4
O=C(NC[C@@H]1[C@H](c2ccccc2)[C@H](CO)N1CC1CCCC1)C1CC1	·	-1	6	0.6	-3	-6	1
COc1cc(OC)c(C(=O)Nc2ccncc2)cc1OC	-5	1	-2	0.3	3	-2	-4
O=C(NCc1ccc(Cl)cc1)c1cccc2c1C(=O)N(CC1CCCO1)C2 (configuration not stated)	-1	0	2	0.0	3	-8	0
O=c1c2ccccc2n2c(-c3cccc(Cl)c3)nnc2n1Cc1ccccc1	·	4	5	·	8	-5	1
O=C(C[C@@H]1CC[C@@H]2[C@H](COC[C@@H](O)CN2S(=O)(=O)c2ccc(Cl)cc2)O1)N[C@H]1CCN(Cc2ccccc2)C1	-2[16.7 µM]	7	-4	-0.2	-1	-2	-2
NC(=O)C1CCN(C(=O)COc2cccc3ccccc23)CC1	·	6	6	2.3	0	-5	0
CCCC(=O)Nc1ccc2c(c1)C(=O)N(C)C[C@H](OC)[C@H](C)CN(C(=O)c1ccccn1)[C@H](C)CO2	·	0	5	1.0	·	-1	·
C[C@@H]1CN([C@@H](C)CO)C(=O)c2cc(NC(=O)C3CCCCC3)ccc2O[C@H]1CN(C)Cc1ccc(Cl)c(Cl)c1	23[16.7 µM]	3	-2	0.4	-1	-7	0
C[C@@H]1CCCCO[C@@H](CN(C)Cc2ccc(C(=O)O)cc2)[C@@H](C)CN([C@@H](C)CO)C(=O)c2cc(NC(=O)NC3CCCCC3)ccc2O1	11[16.7 µM]	4	13	-1.2	4	2	-1
COc1cc2c(cc1OC)-c1cc(N3CCCc4ccccc43)nc(=O)n1CC2	-10	2	-3	-3.2	3	1	6
Cc1sc2ncn(CC(=O)NCCCN3CC(C)CC(C)C3)c(=O)c2c1S(=O)(=O)N1CC(C)CC(C)C1 (configuration not stated)	-7	-2	-6	-1.1	-7	-1	-3
CN(C)CCCNC(=O)C[C@H]1CC[C@H](NS(=O)(=O)c2ccc(F)cc2)[C@@H](CO)O1	·	0	-6	-1.2	-1	-3	7
COc1ccc(NC(=O)Nc2ccc3c(c2)[C@@H]2C[C@@H](CC(=O)NCc4ccncc4)O[C@@H](CO)[C@@H]2O3)cc1	5[16.7 µM]	-3	3	0.3	-3	-4	-1
Cc1nc2ccccc2c(C)c1C(=O)c1ccccc1	·	0	-8	-1.1	1	0	4
C/C=C/c1ccc([C@H]2[C@@H](CO)N3C(=O)CN(C(=O)c4cnccn4)C[C@@H]23)cc1	·	3	-10	-0.2	-2	1	0
CNC[C@@H]1OCCCC[C@@H](C)Oc2ccc(NC(=O)Nc3ccc4c(c3)OCO4)cc2C(=O)N([C@H](C)CO)C[C@@H]1C	3[16.7 µM]	0	?	0.8	0	6	1
COc1ccc(NC(=O)CSc2nnc(-c3ccc(F)cc3)o2)cn1	-4	-2	-1	1.5	2	0	1
Cc1ccc(CN2CC(=O)N3[C@H](CO)[C@@H](c4ccc(Br)cc4)[C@H]3C2)cc1	·	-10	1	0.1	0	1	0
CN(C)S(=O)(=O)n1cc(/C=C(\NC(=O)c2ccccc2Cl)C(=O)NCCCn2ccnc2)c2ccccc21	125*	4	-6	-1.3	-1	19*	-3
SMILES	miR122 inh	ERp5 inh	DENV2 CPE	CFTR F508del cor	ERAP1 inh	SIRT5 block	CASP6 VEID inh
NNC(=O)c1ccc(CSc2nc3ccccc3s2)cc1	4	-2	-9	0.8	1	-2	1
COC(=O)c1ccc(N2OC3(C)C=CC2CC3)cc1 (configuration not stated)	-13	2	-11	-1.3	1	-3	-4
O=C(OCC(=O)c1ccc(Cl)s1)c1cnccn1	-1	-3	-8	0.7	0	-6	-8
CCC(=O)Nc1ccc2c(c1)OC[C@H](C)N(C(C)=O)C[C@H](C)[C@@H](OC)CN(C)C2=O	28[16.7 µM]	-2	1	2.9	1	-6	1
Cc1cc(C(=O)CCC(=O)N2CCN(S(=O)(=O)c3cccs3)CC2)c(C)s1	0	-5	·	·	-1	7	-4
COc1ccc(S(=O)(=O)N(C)C)cc1NC(=O)COC(=O)c1nc2nccc(C)n2n1	-13	-5	5	2.0	2	-7	4
COc1cccc(CN2C[C@H]3O[C@H](CNS(=O)(=O)c4cn(C)cn4)CC[C@H]32)c1	·	-1	-8	2.6	4	-4	-12
CCOC(=O)c1sc(N)c(C#N)c1COC(=O)C1=COCCO1	2	2	-6	4.3	1	-5	2
C[C@@H]1CN([C@@H](C)CO)C(=O)c2cc(NC(=O)Nc3ccccc3)ccc2O[C@@H]1CN(C)Cc1ccccc1	27[16.7 µM]	-2	-7	-7.2	-2	4	-5
O=C(c1cccc(F)c1)N1CCCCN2[C@H](CO)[C@H](c3ccc(C#CC4(O)CCCC4)cc3)[C@@H]2C1	16[16.7 µM]	1	1	-1.6	3	4	2
O=C(CN1C(=O)NC2(CCCC2)C1=O)Nc1ccc(C(F)(F)F)cc1	·	3	16	-0.1	3	-1	3
O=C1COc2ccc(C(=O)COC(=O)c3sc4ccccc4c3Cl)cc2N1	3	-1	-5	·	6	-5	-8
c1ccc(-c2csc(-c3ccc(-c4csnn4)cc3)n2)cc1	·	3	54*	-33	-3	4	-4
Nc1ccccc1Nc1cccc(C(F)(F)F)c1	·	-2	9	1.3	5	-3	-5
O=C(C1CCCCC1)N1CC(=O)N2[C@H](CO)[C@@H](c3ccc(-c4cccnc4)cc3)[C@@H]2C1	·	-8	13	-0.5	0	0	-2
C[C@@H]1CN([C@@H](C)CO)C(=O)Cc2cc(NS(=O)(=O)c3ccccc3)ccc2O[C@H]1CN(C)CC1CC1	-8[16.7 µM]	-3	12	1.0	-5	-1	0
CC(CNS(=O)(=O)c1ccc(Br)cc1)CN(C)C (configuration not stated)	·	2	9	1.8	5	-4	0
COc1ccccc1C(=O)NNC(=O)C1CCCO1 (configuration not stated)	5	-1	1	-1.6	-3	·	-1
